TNAP Pi inh – human TNAP enzyme inhibitors, primary screen, biochemical, colorimetric, phosphate release readout | Alkaline phosphatase, tissue-nonspecific isozyme (Homo sapiens), P05186 | purified TNAP, pNPP, malachite green phosphate absorbance | inhibition, % at 20 µM | 21,000 tested, under 10 active | AID 614, 2007
Target sequence (P05186 whole entry, looked up): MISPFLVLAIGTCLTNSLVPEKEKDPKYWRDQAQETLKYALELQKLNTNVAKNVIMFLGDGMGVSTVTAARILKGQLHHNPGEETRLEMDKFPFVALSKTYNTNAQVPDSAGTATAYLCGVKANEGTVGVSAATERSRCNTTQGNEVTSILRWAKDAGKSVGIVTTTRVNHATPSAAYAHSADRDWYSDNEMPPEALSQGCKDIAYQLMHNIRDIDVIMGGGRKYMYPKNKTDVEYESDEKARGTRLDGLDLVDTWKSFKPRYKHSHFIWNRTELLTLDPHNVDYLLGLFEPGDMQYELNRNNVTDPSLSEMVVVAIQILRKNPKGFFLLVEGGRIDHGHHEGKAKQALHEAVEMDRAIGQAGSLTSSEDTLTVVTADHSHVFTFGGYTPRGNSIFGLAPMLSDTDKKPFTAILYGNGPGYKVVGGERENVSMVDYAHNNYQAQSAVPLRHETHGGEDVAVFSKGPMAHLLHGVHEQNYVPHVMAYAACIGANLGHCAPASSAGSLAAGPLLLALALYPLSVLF
TNAP pNPP inh – human TNAP enzyme inhibitors, primary screen, biochemical, colorimetric, p-nitrophenol readout; Alkaline phosphatase, tissue-nonspecific isozyme (Homo sapiens), P05186; purified TNAP, pNPP hydrolysis, absorbance 405 nm; inhibition, % at 20 µM; 21,000 tested, under 10 active; AID 615, 2007;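 also: 0% = DMSO only wells and 100% = 1 mM levamisole wells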
Starred values were filed as active, the others as inactive.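 The calls were made as follows: active = inhibition above 50% at the 20 µM single-dose screen; inactive = the rest.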 An excerpt; rates above refer to the full screens.

TNAP Pi inh,TNAP pNPP inh,molecule
6,2,CCOC(=O)C1=C(C)NC2=C(C(=O)CC(C)(C)C2)C1c1ccc2c(c1)CCCN2C (centres undefined)
9,2,O=C(Cc1cc(=O)oc2cc(O)ccc12)NCC1CCC(C(=O)O)CC1 (centres undefined)
0,5,N#Cc1c(N2CCOCC2)nc(-c2ccco2)c2c1CCCC2
11,2,CCn1c(SCC(N)=O)nnc1-c1cc2c(C)nn(-c3ccccc3)c2s1
9,3,COC(=O)CNC(=O)c1c(-c2ccccc2Cl)noc1C
7,1,CC(=NC1CCCCC1)C1=C(O)c2ccccc2C1=O
4,-1,CN1C(=O)CC2(CC(=O)N(Cc3ccccc3)C2)C1=O (centres undefined)
4,0,Cc1ccc(NC(=O)N2CCC(NC(=O)c3ccccc3C)CC2)cc1
4,4,O=C(CSc1ncnc2c1oc1ccccc12)N1CCc2ccccc2C1
8,2,O=C(CCCc1c[nH]c2ccccc12)N1CCCCCC1
6,-1,CCN(CC)C(=O)CSc1nc2ncc(Cl)cc2[nH]1
-3,-7,CCn1c(C)c(C(C)=O)c(N2CCN(c3ccccn3)CC2)nc1=S
9,4,Cc1ccc(N(C(C)C(=O)N2CCCCC2)S(C)(=O)=O)cc1C (centres undefined)
13,3,Clc1ccc(-c2nnc3sc(-c4ccccn4)nn23)cc1
12,7,Cc1sc2ncn3cnnc3c2c1C
2,7,O=C(COC(=O)c1cccc(C(=O)OCC(=O)NC2CCCCC2)n1)NC1CCCCC1
5,1,Cc1cccc(C)c1NC(=O)N1CCC(n2cnc3ccccc32)CC1
-3,-2,Cc1c(NC(=O)CN2C(=O)c3ccccc3C2=O)c(=O)n(-c2ccccc2)n1C
0,0,CCOCC(=O)Nc1cccc(C(=O)OCC)c1
2,-4,CCCN1C2=NS(=O)(=O)CCN2c2ccccc21

A portion from further up:
TNAP Pi inh,TNAP pNPP inh,molecule
6,2,CCOC(=O)C1=C(C)NC2=C(C(=O)CC(C)(C)C2)C1c1ccc2c(c1)CCCN2C (centres undefined)
9,2,O=C(Cc1cc(=O)oc2cc(O)ccc12)NCC1CCC(C(=O)O)CC1 (centres undefined)
0,5,N#Cc1c(N2CCOCC2)nc(-c2ccco2)c2c1CCCC2
11,2,CCn1c(SCC(N)=O)nnc1-c1cc2c(C)nn(-c3ccccc3)c2s1

Carrying on.
TNAP Pi inh,TNAP pNPP inh,molecule
7,-2,CCCCCCn1cnc2c(c1=O)c1nc3ccccc3nc1n2Cc1cccs1
0,2,Cc1ccc(C2NC(=O)NC3=C2CCc2ccccc23)cc1 (centres undefined)
6,5,Cn1c(CCNC(=O)OC(C)(C)C)n[nH]c1=S
-2,-14,Cc1occc1-c1nnc(SCC(=O)Nc2ccc3c(c2)OCO3)n1CC1CCCO1 (centres undefined)
16,6,CCOc1cc(-c2noc(-c3cccnc3)n2)ccc1OC
6,9,CC(=O)Nc1nc(SCCCc2ccccc2)n[nH]1
-8,-8,COc1ccc(C)cc1S(=O)(=O)N1CCC(C)CC1
8,4,O=C(O)c1oc2ccccc2c1CSc1ccccn1
-12,6,Cc1nc(Sc2cccn2C)c(C(F)(F)F)c(=O)[nH]1
0,0,CCc1nnc(NC(=O)C2CCC2)s1
-13,1,CCOC(=O)C1CCN(C(=O)Nc2ccc3oc(C)nc3c2)CC1
9,2,N#Cc1ccc2ccn(CC(=O)NC3CCCCCC3)c2c1
4,7,CCC(C)N(CC(=O)NCc1ccc(OC)cc1)C(=O)c1csnn1 (centres undefined)
2,4,COc1ccc(S(=O)(=O)N(CC(=O)N2CCCC2)Cc2ccccc2)cc1
-8,4,O=S(=O)(NCc1ccco1)c1cccc(S(=O)(=O)N2CCOCC2)c1
6,0,Cc1ccc(S(=O)(=O)N(c2ccccc2)C2CCS(=O)(=O)C2)cc1 (centres undefined)
4,1,C(#Cc1ccc(C#CCN2CCOCC2)cc1)CN1CCOCC1
-18,2,CC(C)OC(=O)CSc1nc2ncc(Cl)cc2[nH]1
22,5,COCCCNC(=O)CN1C(=O)c2ccccc2C1=O
0,-11,CCc1c(C)nc2ncnn2c1N1CCCC(C(=O)NCc2ccc3c(c2)OCO3)C1 (centres undefined)

7 compounds picked at random from the list so far:
TNAP Pi inh,TNAP pNPP inh,molecule
-13,1,CCOC(=O)C1CCN(C(=O)Nc2ccc3oc(C)nc3c2)CC1
-18,2,CC(C)OC(=O)CSc1nc2ncc(Cl)cc2[nH]1
7,1,CC(=NC1CCCCC1)C1=C(O)c2ccccc2C1=O
6,9,CC(=O)Nc1nc(SCCCc2ccccc2)n[nH]1
2,7,O=C(COC(=O)c1cccc(C(=O)OCC(=O)NC2CCCCC2)n1)NC1CCCCC1
-8,-8,COc1ccc(C)cc1S(=O)(=O)N1CCC(C)CC1
4,-1,CN1C(=O)CC2(CC(=O)N(Cc3ccccc3)C2)C1=O (centres undefined)

Further results.
TNAP Pi inh,TNAP pNPP inh,molecule
0,3,CCCNS(=O)(=O)c1ccc(CCC(=O)NCc2ccc3c(c2)OCO3)cc1
0,0,C=CCOC(=O)C1=C(C)NC(SCC(=O)N(CC)CC)=C(C#N)C1c1ccccc1 (centres undefined)
9,5,CCOc1ccc(Cn2c(O)cc(=O)[nH]c2=O)cc1
10,5,Nc1nc(SCc2ccccc2)ns1
3,-3,CN=C1SC(CC(=O)Nc2cccc(C(F)(F)F)c2)C(=O)N1C (centres undefined)
7,3,CCCCNC(=O)NS(=O)(=O)c1ccc(C)cc1
7,0,COc1cccc(C(=O)N2CCN(Cc3ccc4c(c3)OCO4)CC2)c1OC
-7,7,COC(=O)CCC(=O)COc1ccc(OC)cc1C#N
10,6,Cc1ccc(CC2CC(=O)N(c3ccc(Cl)cn3)C2=O)cc1 (centres undefined)
13,-2,CCOC(=O)Nc1cccc(OCC(=O)Nc2ccccc2OC)c1
7,2,CCOCCCN(C(=O)CNC(=O)c1ccco1)C(C(=O)NC1CCCC1)c1ccccc1C (centres undefined)
28,19,CS(=O)(=O)N(CC(=O)NC1CC2CCC1C2)c1cccc(C(F)(F)F)c1 (centres undefined)
10,5,Cc1cc2n(n1)C(c1ccccc1Cl)Nc1ccccc1-2 (centres undefined)
-13,-10,COC(=O)c1ccc(=O)n(Cc2ccco2)c1
0,0,N#CC(C(=O)NC1CCCCC1)c1nc2ccccc2nc1N1CCN(c2ccccc2F)CC1 (centres undefined)
12,7,CCOC(=O)N1CCC(Nc2ncnc3c2cnn3-c2ccccc2)CC1
-4,-12,CCc1nnc(NC(=O)c2nc3nccc(C)n3n2)s1
3,0,O=C(NC1CCCCC1)N(Cc1nc2ccccc2c(=O)[nH]1)C1CCCC1
8,1,CCOC(=O)C1CCN(CC(=O)c2c(C)[nH]c3cc(C)ccc23)CC1
14,0,CCC(=O)N1CCN(c2ccccc2NC(=O)Cc2ccc(Cl)cc2)CC1
6,2,CCCCOC(=O)Nc1ccc(OC)cc1S(=O)(=O)N1CCOCC1
14,2,COc1ccccc1N1CC(C(=O)OC(C)C(=O)N2CCCc3ccccc32)CC1=O (centres undefined)
0,-3,O=C(NCc1ccc2c(c1)OCO2)c1ccc(S(=O)(=O)NCC2CCCO2)cc1 (centres undefined)
4,-6,O=C(CCNc1ccccc1)c1ccc2c(c1)OCO2
13,6,O=C(CSc1nc(-c2ccco2)cc(C(F)(F)F)n1)Nc1cccnc1
4,1,CCOC(=O)NC1(C(F)(F)F)C(=O)N(Cc2ccccn2)C2=C1C(=O)CC(C)(C)C2 (centres undefined)
4,-4,O=C(c1cccs1)N1CCC(c2nc3c(nnn3Cc3ccccc3)c(=O)[nH]2)CC1
-7,6,COc1c(N2CCNC(C)C2)c(F)cc2c(=O)c(C(=O)O)cn(C3CC3)c12 (centres undefined)
8,4,O=C(Nc1ccc(-c2nc3ncccc3o2)cc1)c1ccco1
6,3,COC(=O)c1ccn(C(=O)c2ccc(Cl)cc2)n1
0,0,COc1cc(NC(=O)C(C)Oc2ccccc2)cc(OC)c1 (centres undefined)
-5,3,CC(C)(C)NC(=O)C(c1ccncc1)N(Cc1cccs1)C(=O)Cn1nnc(-c2cccs2)n1 (centres undefined)
-6,5,CCOC(=O)c1c(C)n(C)c2ccc(OC)c(NC(=O)CN3CCSCC3)c12
2,-1,COc1cccc(CNn2cnnc2)c1OCc1ccccc1F
0,-10,Cc1ccc(S(=O)(=O)NC2CCOC(C)(C)C2)cc1 (centres undefined)
12,5,Cc1ccc(S(=O)(=O)Nc2ccccc2CNc2c(C)n(C)n(-c3ccccc3)c2=O)cc1
0,4,COc1ccc(C(=O)c2oc3nc(C)cc(C)c3c2N)cc1
4,4,COc1ccc(C(=O)CSc2nnc(-c3cccnc3)n2Cc2ccco2)cc1
8,2,CCN(CC)C(=O)CSc1nc2ncc(Br)cc2[nH]1
5,7,COC(=O)c1ccc(Cn2nc(C)c(Br)c2C)cc1

Sorted by molecular weight (highest first): part of the list above.
TNAP Pi inh,TNAP pNPP inh,molecule
14,2,COc1ccccc1N1CC(C(=O)OC(C)C(=O)N2CCCc3ccccc32)CC1=O (centres undefined)
6,2,CCCCOC(=O)Nc1ccc(OC)cc1S(=O)(=O)N1CCOCC1
8,1,CCOC(=O)C1CCN(CC(=O)c2c(C)[nH]c3cc(C)ccc23)CC1
10,5,Cc1cc2n(n1)C(c1ccccc1Cl)Nc1ccccc1-2 (centres undefined)

Carrying on.
TNAP Pi inh,TNAP pNPP inh,molecule
10,5,O=C(NCc1ccco1)c1cccc(S(=O)(=O)N2CCOCC2)c1
-1,2,Cc1ccc2c(c1)[C@@H]1CN(C)CC[C@@H]1N2S(=O)(=O)c1ccc(F)cc1
0,0,COC(=O)Nc1ncc(CN2CCc3ccccc3C2)s1
14,7,CCOC(=O)C(NC(=O)Nc1ccc(F)cc1)(OCC)C(F)(F)F (centres undefined)
13,0,CCn1c2ccccc2c2nnc(SCC(=O)NC(CC(C)C)C(=O)OC)nc21 (centres undefined)
-4,2,Cc1nn(C)c(C)c1N=Cc1c(O)ccc2ccccc12
7,2,Cc1ccc(OCC(=O)Nc2ccc(O)c(-c3nc4ccccc4o3)c2)cc1
1,6,CCCc1[nH]nc2c1C(c1cccnc1)C(C#N)=C(N)O2 (centres undefined)
10,5,CC(C)Cn1c(-c2ccc(Cl)cc2)cnc1SCC(=O)N1CCOCC1
8,0,O=C(O)CCC(=O)Nc1ccc(N2CCCCCC2)cc1
-1,-3,CC(=O)Nc1nc(=O)c2ccccc2s1
7,1,N#Cc1nc(-c2ccc(OCc3ccccc3)cc2)oc1NCCN1CCOCC1
5,2,Cc1cc(C)n(-c2nc3ccccc3n3cnnc23)n1
0,0,CCCN1C2CCCC1CC(NC(=O)c1cc(OC)c(OC)c(OC)c1)C2 (centres undefined)
11,5,Cc1ccc(N(C(=O)Cn2nnc3ccccc32)C(C(=O)NC2CCCCC2)c2cn(C)nc2C)cc1 (centres undefined)
-3,2,Cc1cc(=O)[nH]c(SCC(=O)Nc2ccc(Br)cn2)n1
4,3,COc1ccc(NC(=O)C2CCN(C(=O)NC3CCCCC3)CC2)c(OC)c1
12,5,Cc1ccccc1NS(=O)(=O)c1cc(C(=O)NCc2ccco2)ccc1C
10,4,O=C(c1cc(Cl)cc(Cl)c1)N1CCOCC1
0,0,COCCCNC(=O)COc1ccc(S(=O)(=O)Nc2ccccc2)cc1
-2,-1,O=C(NCC1CCCO1)C1CCN(C(=O)c2ccc(Br)cc2)CC1 (centres undefined)
-3,-8,O=C(CSc1nnc(-c2cccnc2)n1C1CCCCC1)NC1CCCCC1
7,4,O=C1CSC(c2cn(-c3ccccc3)nc2-c2ccc3c(c2)OCCO3)N1CCN1CCOCC1 (centres undefined)
6,0,Cc1nc2ccccn2c1C(=O)NCc1cccnc1
9,4,Cc1c(C=NCCOCc2ccccc2)cnn1C
-6,-12,CC(C)C[C@H](NC(=O)Nc1ccc(S(N)(=O)=O)cc1)C(=O)O
0,0,CN(C)/C=C1\N=C(c2ccc(Cl)cc2Cl)OC1=O
14,8,c1ccc(-c2nc(NCc3cccnc3)c3oc4ccccc4c3n2)cc1
4,0,Cc1ccc(C(=O)Nc2ccc3c(c2)nc2n3CCSC2)cc1
11,6,CCNC(=O)N(C(=O)NCC)n1c(C)nnc1C
6,-3,CC(=O)c1c(NCc2ccccc2)nc(=O)n(-c2ccccc2)c1C
7,3,CCCc1c(O)nc(SCCN(CCC)CCC)[nH]c1=O
8,0,CCOC(=O)c1cnn(-c2cccc(Cl)c2)c1N
13,1,COC(=O)c1cc(NC(=O)CN(c2ccc3c(c2)OCO3)S(C)(=O)=O)ccc1Cl
8,0,CCc1sc(C(=O)NC)cc1Br
0,0,COC(=O)c1ccc(Nc2cc(C)nc(-c3ccccc3O)n2)cc1
11,2,C=CCn1c(N)c(C(=O)OCC(C)C)c2nc3ccccc3nc21
7,-1,COCCNC(=O)Cn1nc(C)c2ccccc2c1=O
3,4,CN1CC=C2C(C#N)=C(N)C(C#N)(C#N)C(CCc3ccccc3)C2C1 (centres undefined)
1,-1,CCOC(=O)C1=C(C(C)=O)C(c2cccnc2)C(C#N)=C(N)O1 (centres undefined)

Structural class: those above containing bromine.
TNAP Pi inh,TNAP pNPP inh,molecule
8,2,CCN(CC)C(=O)CSc1nc2ncc(Br)cc2[nH]1
5,7,COC(=O)c1ccc(Cn2nc(C)c(Br)c2C)cc1
-3,2,Cc1cc(=O)[nH]c(SCC(=O)Nc2ccc(Br)cn2)n1
-2,-1,O=C(NCC1CCCO1)C1CCN(C(=O)c2ccc(Br)cc2)CC1 (centres undefined)
8,0,CCc1sc(C(=O)NC)cc1Br
